GPR55 beta-arrestin – GPR55 agonists via beta-arrestin recruitment, primary screen, imaging, U2OS cells, beta-arrestin-GFP redistribution (AID 1961); U2OS GPR55 beta-arrestin-GFP redistribution imaging; higher % means a stronger effect; activation, % at 10 µM; hits with a dose series show EC50 in µM; 290,000 tested, 0.048% active;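 active means activation above 40% with more than 50 cells counted in the well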;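 further: U2OS osteosarcoma cells stably expressing GPR55 and beta-arrestin-GFP; plate controls were DMSO negative control for no effect and LPI positive control for full effect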
KOR beta-arrestin-1 – kappa opioid receptor activators – cell-based, luminescence, uHTS, primary screen (AID 1777); 280,000 tested, 0.02% active; KOR beta-arrestin recruitment, luminescence; higher % means a stronger effect; activation, % at 10 µM, or EC50 in µM where a hit was titrated; in the data active means activation above about 50%, passing the limit was not always enough; further: a part of the inactive calls stands beside numbers as strong as those of hits
T cell HTS – modulates CD8 T cell binding to vesicles | 2C CD8+ T cell-vesicle binding, flow cytometry; stronger effect = lower value | calls only at 7 µM | 330,000 tested, 0.068% active;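 active means response, share of CD8 T cells binding vesicles, and their 90th percentile fluorescence all below set limits, cut at about 80% in these data, passing the limit was not always enough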
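Read-out – percent CD8+ FL2 mean versus row control · System – murine 2C transgenic CD8+ T lymphocytes · Times – 1.5 h cell–vesicle binding at 37 °C, then 20 min icy labelling · Control set – naked vesicles low, QL9 vesicles with vehicle high · Detection – cytometric PE anti-B7-1 and Alexa647 anti-CD8 signals after 1% paraformaldehyde fixation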
PhoP inhibition – PhoP-dependent GFP reporter repression – Salmonella Typhimurium, primary screen (AID 1863). S. Typhimurium PhoP-regulated promoter GFP reporter, 4 h; higher % means a stronger effect. inhibition, % at 50 µM; hits with a dose series show IC50 in µM. 300,000 tested, 0.16% active;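 active means inhibition over 29.93%, a cutoff 3 SD above the screen mean, later confirmed by dose response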;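 further: 0% = low Mg2+ inducing control and 100% = high Mg2+ repressing control; strong numbers were not always called active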
GPR35 arrestin U2OS – GPR35 antagonists blocking zaprinast-driven arrestin recruitment, primary screen, imaging, U2OS, beta-arrestin-GFP, zaprinast agonist (AID 2058); inhibition, % at 10 µM, or IC50 in µM where a hit was titrated; U2OS GPR35 beta-arrestin-GFP translocation imaging, zaprinast antagonism; higher % means a stronger effect; 290,000 tested, 0.052% active;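 active means inhibition of at least 50% with at least 30 cells and total cytoplasm GFP at most 10,000,000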
NTR1 ag – NTR1-driven beta-arrestin-GFP spot formation – imaging, U2OS cells, high content, primary screen (AID 493036); P30989; agonist mode; activation, % at 20 µM; 330,000 tested, 0.17% active;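 active means activation at or above 40% of the spot to cytoplasm intensity ratio, with at least 20 cells analyzed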;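 further: 0% = DMSO without peptide and 100% = 100 nM NTR1 peptide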
Target sequence (P30989 whole entry, looked up): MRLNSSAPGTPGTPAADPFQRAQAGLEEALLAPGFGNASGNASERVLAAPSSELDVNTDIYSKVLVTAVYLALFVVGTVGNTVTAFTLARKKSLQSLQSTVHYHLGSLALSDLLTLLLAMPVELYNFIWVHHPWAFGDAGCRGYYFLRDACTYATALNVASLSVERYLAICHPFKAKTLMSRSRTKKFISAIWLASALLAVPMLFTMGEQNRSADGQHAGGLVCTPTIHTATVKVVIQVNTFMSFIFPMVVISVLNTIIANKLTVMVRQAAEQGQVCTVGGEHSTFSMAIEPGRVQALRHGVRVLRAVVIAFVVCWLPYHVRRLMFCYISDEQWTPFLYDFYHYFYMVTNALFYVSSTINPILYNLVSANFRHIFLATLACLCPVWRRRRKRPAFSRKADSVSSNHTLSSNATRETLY
West Nile antiviral – inhibition of WNV-induced cytopathic effect – cell-based, CPE readout (AID 1621); West Nile virus-infected cells, CPE inhibition; higher % means a stronger effect; one-dose CPE inhibition, % at 10 µM; IC50 in µM for titrated hits; 290,000 tested, 0.02% active; in the data active means a potency from the dose series; further: strong numbers were not always called active
KOR beta-arrestin-2 – KOR antagonists, beta-arrestin recruitment, cell-based, luminescence, uHTS (AID 1778) | 290,000 tested, 0.091% active | KOR beta-arrestin recruitment, luminescence, antagonist mode; higher % means a stronger effect | inhibition, % at 10 µM, or IC50 in µM where a hit was titrated; in the data active means inhibition above about 50%; further: strong numbers were not always called active
GPR55 antagonists – GPR55 antagonists blocking LPI-driven arrestin recruitment, primary screen, imaging, U2OS, beta-arrestin-GFP, LPI agonist (AID 2013). U2OS GPR55 beta-arrestin-GFP translocation imaging, LPI antagonism; higher % means a stronger effect. inhibition, % at 10 µM; hits with a dose series show IC50 in µM. 290,000 tested, 0.13% active;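 active means spots per cell inhibited over 60%, with over 100 cells counted and total cytoplasm intensity under 500,000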;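 further: U2OS cells stably carrying GPR55 and arrestin-GFP stimulated by 5 µM LPI near EC80; imaged beta-arrestin-GFP aggregate spots per cell after agonist stimulation; plate controls were LPI-stimulated DMSO wells for no effect and DMSO wells without LPI for full effect; some results filed as inactive read as strong as hits; confirmed hits need IC50 under 10 µM and bright autofluorescent wells are also inconclusive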
T cell HTS vesicle-bound % – second read-out of T cell HTS, no call of its own (marks repeat the call); double positive events, %; measured here: CD8+ vesicle-bound cell fraction;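 binding gate set so that unloaded-vesicle control wells show 10% double positive cells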
NTR1 ag cell count 20 µM – also measured in NTR1 ag; calls as there; cell count; measured here: cell count, cytotoxicity flag
* hit, by the source's call; i = inactive; · = not tested or not shown; + = active, no number; [ ] = another dose, or the depositor's remark.

structure,GPR55 beta-arrestin,KOR beta-arrestin-1,T cell HTS,T cell HTS vesicle-bound %,PhoP inhibition,GPR35 arrestin U2OS,NTR1 ag,NTR1 ag cell count 20 µM,West Nile antiviral,KOR beta-arrestin-2,GPR55 antagonists
CC(C)(C)n1nc2c(c1NC(=O)c1ccccc1F)CS(=O)C2 (stereo unspecified),0.2%,3.3%,i,47.8,-11.3%,4.4%,-2.1,79,0.2%,-39.0%,-14.8%
CCOc1ccccc1NC(=O)NC1(C(=O)NCC2CCCO2)CCCCC1 (stereo unspecified),-0.1%,-4.0%,i,18.0,-2.9%,3.9%,0.8,49,-0.3%,-14.5%,4.7%
O=C(Nc1ccc(Cl)cn1)C1COc2ccccc2O1 (stereo unspecified),-0.1%,·,i,12.2,3.0%,41.3%,-0.7,48,0.0%,-7.6%[20 µM],7.5%
CCn1c(SCc2ccc([N+](=O)[O-])cc2)nnc1C(C)NC(=O)c1ccc(C)cc1 (stereo unspecified),-0.3%,-4.7%,i,40.0,0.6%,6.9%,-2.4,52,-0.9%,6.8%,9.8%
COc1ccc(Cn2c(-c3ccc(OC)c(O)c3)nc3ccccc32)cc1O,-0.1%,·,i,59.8,3.5%,-0.4%,2.0,30,-0.9%,-14.5%[20 µM],8.7%
COc1cc(/C=N/NC(=O)c2cc(C3CC3)[nH]n2)cc(OC)c1OC,-0.1%,2.3%,i,10.7,4.6%,-3.3%,-0.8,74,0.4%,-32.2%,3.2%
COc1cccc(CC(=O)Nn2c(C)nc3ccccc3c2=O)c1,0.6%,-1.2%,i,24.8,-12.2%,17.4%,-0.7,39,0.4%,49.6%,7.2%
Cc1cc(C)n(CC(O)COc2ccccc2)n1 (stereo unspecified),-0.2%,-1.3%,i,11.7,2.1%,-1.3%,3.4,60,0.5%,-9.7%,25.7%

(further entries)
structure,GPR55 beta-arrestin,KOR beta-arrestin-1,T cell HTS,T cell HTS vesicle-bound %,PhoP inhibition,GPR35 arrestin U2OS,NTR1 ag,NTR1 ag cell count 20 µM,West Nile antiviral,KOR beta-arrestin-2,GPR55 antagonists
CCC(NC(=O)C1CCCC1)c1ccc(C)cc1 (stereo unspecified),-0.4%,0.7%,i,62.3,-6.7%,-4.8%,-0.3,51,0.2%,-16.7%[20 µM],-4.3%
O=C(Cn1cnc([N+](=O)[O-])c1)Nc1ccc(F)c(Cl)c1,-0.1%,-2.5%,·,·,·,1.3%,1.2,100,0.0%,19.1%,-3.0%
O=C(Nc1ccccc1)N1CCn2c(nc3ccccc32)C1,1.0%,·,i,53.0,5.5%,12.5%,-0.7,63,0.9%,·,-1.7%
CC(=O)Nc1nc(-c2cc([N+](=O)[O-])cs2)cs1,-0.1%,-0.7%,i,27.3,-9.4%,-22.8%,-1.0,33,-0.5%,-14.5%,8.2%
O=C1C(=O)N(Cc2ccncc2)C(c2cccc(O)c2)/C1=C(\O)c1ccc2c(c1)OCCO2 (stereo unspecified),-0.2%,-8.3%,i,11.2,9.2%,1.1%,-1.0,59,0.6%,30.2%,-22.3%
Cc1nc(CCNC(=O)c2cc(COc3ccc(F)cc3Cl)on2)sc1C,-0.3%,6.6%,i,44.1,-10.4%,-6.2%,3.1,62,-0.1%,-12.9%,-5.8%
O=C(CN1CCOCC1)N1CCN(S(=O)(=O)c2ccccc2)C1c1ccccc1 (stereo unspecified),-0.4%,-4.6%,i,29.2,2.9%,3.1%,-1.5,81,1.8%,12.8%,-1.2%
C=CCn1c(=O)c2ccccc2n2c(SCC(=O)NCC)nnc12,0.0%,-6.4%,i,36.5,7.0%,3.3%,-1.2,84,-0.5%,-0.9%,8.3%

The list continues.
structure,GPR55 beta-arrestin,KOR beta-arrestin-1,T cell HTS,T cell HTS vesicle-bound %,PhoP inhibition,GPR35 arrestin U2OS,NTR1 ag,NTR1 ag cell count 20 µM,West Nile antiviral,KOR beta-arrestin-2,GPR55 antagonists
CCN1CCN(c2sc(S(C)(=O)=O)nc2S(=O)(=O)c2ccc(C)cc2)CC1,-0.2%,-1.1%,i,29.6,-8.0%,7.1%,-1.1,72,2.1%,12.9%,10.4%
Cc1onc(-c2ccccc2)c1C(=O)N(Cc1ccccc1)C(C)C,0.6%,-1.3%,i,60.6,2.0%,-3.3%,0.3,46,-1.2%,-28.1%,13.5%
COc1ccc(-c2cc(C)no2)cc1S(=O)(=O)NCCCN1CCN(c2ccccc2)CC1,0.3%,3.8%,i,47.5,-4.0%,-3.8%,1.4,77,-0.7%,-20.9%,-3.9%
Cc1ccc(NC(=O)CSc2ncnc3ccccc23)cc1S(=O)(=O)N1CCOCC1,-0.1%,2.2%,i,56.0,-4.5%,1.8%,-0.8,69,0.2%,35.0%,-1.0%
C[C@H](N)c1nnc(SCC(=O)c2ccc(Cl)cc2)o1,-0.1%,·,i,31.0,9.9%,-9.3%,0.3,71,0.5%,-13.6%,-10.7%
CC(C)(C)c1ccc(C(=O)NNC(=O)c2ccc(Cl)cc2)cc1,-0.2%,5.8%,i,44.3,-5.6%,9.3%,5.5,70,-0.9%,-11.1%,1.6%
CCC(=O)Nc1ccc(C(=O)NNC(=O)c2ccc([N+](=O)[O-])cc2)cc1,0.1%,-3.8%,i,31.6,3.7%,2.1%,1.7,54,0.0%,1.5%,3.8%
Cc1c(C)c2cc(Cl)c(O)c(CN3CCN(C)CC3)c2oc1=O,0.1%,5.7%,i,12.4,-4.3%,-9.5%,-1.5,95,0.2%,-6.2%,10.1%

Entries from the list above containing a tert-butyl group (2):
structure,GPR55 beta-arrestin,KOR beta-arrestin-1,T cell HTS,T cell HTS vesicle-bound %,PhoP inhibition,GPR35 arrestin U2OS,NTR1 ag,NTR1 ag cell count 20 µM,West Nile antiviral,KOR beta-arrestin-2,GPR55 antagonists
CC(C)(C)n1nc2c(c1NC(=O)c1ccccc1F)CS(=O)C2 (stereo unspecified),0.2%,3.3%,i,47.8,-11.3%,4.4%,-2.1,79,0.2%,-39.0%,-14.8%
CC(C)(C)c1ccc(C(=O)NNC(=O)c2ccc(Cl)cc2)cc1,-0.2%,5.8%,i,44.3,-5.6%,9.3%,5.5,70,-0.9%,-11.1%,1.6%

(next part)
structure,GPR55 beta-arrestin,KOR beta-arrestin-1,T cell HTS,T cell HTS vesicle-bound %,PhoP inhibition,GPR35 arrestin U2OS,NTR1 ag,NTR1 ag cell count 20 µM,West Nile antiviral,KOR beta-arrestin-2,GPR55 antagonists
CCCCSc1ncc(C(=O)OCC)c(N)n1,-0.2%,-9.4%,i,60.0,-20.2%,2.7%,-4.8,94,0.4%,14.4%,0.7%
CCCCOc1ccccc1-c1cc(C(=O)O)[nH]n1,0.0%,4.7%,i,43.4,4.3%,14.6%,-0.4,52,0.7%,-30.9%,-13.0%
CCNc1ccc(S(=O)(=O)N(C)C)cc1NCC(=O)Nc1ccccc1Br,-0.3%,5.3%,i,18.9,-5.3%,10.0%,0.5,54,0.4%,-8.5%,6.4%
Cc1cc2c(Nc3ccccc3)ncnc2s1,-0.1%,-4.1%,i,42.3,-6.8%,-7.8%,-2.2,53,-0.7%,-17.8%[20 µM],-13.4%
C=C(C)CN(CC)Cc1c(C(=O)N(C)CCCC)nc2ccccn12,-0.1%,·,i,46.1,7.1%,10.6%,-0.4,54,-0.7%,1.1%[20 µM],9.3%
COc1cc(OC)c(C(=O)OC(C)C(=O)Nc2cccc(C(F)(F)F)c2)cc1OC (stereo unspecified),-0.3%,0.9%,i,38.7,2.6%,-3.9%,1.4,52,-1.3%,2.9%,16.5%
Cc1ncc(CN2CCC(N3CCC(C(=O)N4CCCC4)CC3)CC2)s1,-0.1%,0.4%,i,15.0,6.0%,-2.1%,0.1,61,-0.4%,-9.9%,0.1%
Nc1c(Br)cc(Br)c(N2CCCC2=O)c1Br,0.2%,1.8%,i,3.9,-8.0%,9.8%,-1.2,35,-0.1%,12.1%,18.6%

(more compounds)
structure,GPR55 beta-arrestin,KOR beta-arrestin-1,T cell HTS,T cell HTS vesicle-bound %,PhoP inhibition,GPR35 arrestin U2OS,NTR1 ag,NTR1 ag cell count 20 µM,West Nile antiviral,KOR beta-arrestin-2,GPR55 antagonists
COC(=O)c1ccc(C2/C(=C(\O)c3cccc(OC)c3)C(=O)C(=O)N2CCCN(C)C)cc1 (stereo unspecified),0.1%,0.2%,i,43.3,14.4%,7.0%,-1.2,57,-0.1%,13.5%,15.1%
Cc1ccc(-n2c([S-])c(C(=O)NC(C)c3ccccc3)[n+]3ccccc23)cc1 (stereo unspecified),0.8%,-1.0%,i,59.4,7.3%,-4.9%,2.3,43,1.4%,-0.2%,-9.8%
CC(=O)c1ccc(OCC(O)COc2ccc(C(C)=O)cc2)cc1,0.3%,-2.2%,i,10.4,-6.4%,8.5%,-0.2,49,-0.3%,5.5%,12.7%
Oc1c(Cl)cc(Cl)cc1C=Nc1ccc(N2CCOCC2)cc1,-0.1%,2.5%,i,24.1,-5.1%,9.2%,1.0,55,0.2%,1.2%,11.1%
O=C(CCc1c[nH]c2ccccc12)N1CCN(c2ccc(O)cc2)CC1,-0.4%,-8.4%,i,56.3,0.9%,8.3%,1.2,44,-0.2%,-0.6%,13.7%
Cc1cc(C)nc(N(C#N)CC(=O)Nc2ccccc2)n1,-0.1%,0.1%,i,6.0,-1.0%,2.7%,-0.6,69,0.1%,9.5%,8.0%
N#CC1=C(N)Oc2n[nH]c(-c3ccccc3)c2C1c1cccc(OC(=O)N2CCOCC2)c1 (stereo unspecified),-0.2%,-11.2%,i,51.0,11.6%,3.1%,4.8,69,0.1%,15.5%,10.4%
CCN(C(=O)c1cc2c(=O)[nH]c3ccc(C)cc3c2s1)c1cccc(C)c1,-0.1%,3.8%,+,·,1.7%,-2.9%,5.9,63,0.1%,1.5%,1.8%

(cont.)
structure,GPR55 beta-arrestin,KOR beta-arrestin-1,T cell HTS,T cell HTS vesicle-bound %,PhoP inhibition,GPR35 arrestin U2OS,NTR1 ag,NTR1 ag cell count 20 µM,West Nile antiviral,KOR beta-arrestin-2,GPR55 antagonists
CCCS(=O)(=O)N1CCC(C(=O)NCCc2ccc(C)cc2)CC1,0.8%,-2.3%,i,32.1,4.2%,5.4%,0.8,59,-0.3%,-17.7%,7.7%
S=c1[nH]nc(-c2ccccc2Cl)n1CC1CCCO1 (stereo unspecified),-0.4%,-1.3%,i,53.4,-7.2%,6.7%,-1.7,40,0.2%,-10.6%,-0.2%
CNc1ccccc1C(=O)OCC(=O)c1ccc(F)cc1,-0.4%,-3.6%,i,13.8,-11.3%,7.4%,-1.3,36,-0.4%,34.5%,17.3%
CCOc1ccccc1C1C2C(=O)N(c3ccccc3)C(=O)C2ON1c1ccccc1 (stereo unspecified),0.1%,-4.6%,i,29.2,-6.8%,16.3%,0.7,88,0.6%,-2.5%,-9.9%
